Assay outcomes from PubChem.
KCNQ2 inh: KCNQ2 channel blockers in CHO-K1 cells – cell-based, FluxOR thallium flux, B-score, primary screen (AID 2156). 20 min; hits give low values. 1.1% of 310,000 active. B-score at 10 µM. O88943;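 active = fluorescence ratio B-score at most minus 3 library SDs, with starting brightness B-score within 2 library SDs, cut at about -5.5 in these data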
CHT inh: inhibitors of human choline transporter CHT. Q9GZV3. B-score at 10 µM. 0.86% of 310,000 active. CHT-expressing cells, membrane potential dye, choline response; hits give low values;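 active = B-score over 3 SD under the library average, and starting fluorescence ratio not unusually high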;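 also: choline stimulus applied at its EC90 after an EC20 pre-addition; B-score computed on integrated fluorescence ratio after choline addition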
Target sequence (Q9GZV3 whole entry, looked up): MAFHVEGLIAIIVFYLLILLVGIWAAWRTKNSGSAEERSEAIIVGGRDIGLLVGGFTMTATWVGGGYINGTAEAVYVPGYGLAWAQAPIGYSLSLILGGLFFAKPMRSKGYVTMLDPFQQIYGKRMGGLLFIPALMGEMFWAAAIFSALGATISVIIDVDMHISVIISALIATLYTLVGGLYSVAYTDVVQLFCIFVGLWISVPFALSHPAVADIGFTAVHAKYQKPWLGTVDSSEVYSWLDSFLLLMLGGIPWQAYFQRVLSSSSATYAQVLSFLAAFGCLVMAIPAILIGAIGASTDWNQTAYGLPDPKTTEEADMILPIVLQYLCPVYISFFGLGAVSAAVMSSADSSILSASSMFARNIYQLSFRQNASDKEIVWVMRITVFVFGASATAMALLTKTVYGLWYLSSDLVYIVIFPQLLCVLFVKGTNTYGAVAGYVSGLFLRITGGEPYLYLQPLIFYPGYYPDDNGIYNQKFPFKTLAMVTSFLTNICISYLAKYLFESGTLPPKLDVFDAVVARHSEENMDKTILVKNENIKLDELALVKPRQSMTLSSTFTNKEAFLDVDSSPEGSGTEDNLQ
Kir21 inh: blocks the mouse Kir2.1 inward-rectifier potassium channel; P35561; HEK293-Kir2.1, FluxOR thallium flux fluorescence; hits give low values; B-score at 10 µM; 0.85% of 310,000 active;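 active = fluorescence ratio B-score at or below minus 3 SD of library scores, with starting-brightness B-score within 2 SD, cut at about -4.2 in these data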;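 also: channel flux triggered by added potassium and thallium sulfate stimulus; B-score of peak minus minimum fluorescence over baseline after thallium stimulus; more negative B-score means stronger Kir2.1 block with less thallium influx; some compounds called inactive have numbers as strong as hits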
Target sequence (P35561 whole entry, looked up): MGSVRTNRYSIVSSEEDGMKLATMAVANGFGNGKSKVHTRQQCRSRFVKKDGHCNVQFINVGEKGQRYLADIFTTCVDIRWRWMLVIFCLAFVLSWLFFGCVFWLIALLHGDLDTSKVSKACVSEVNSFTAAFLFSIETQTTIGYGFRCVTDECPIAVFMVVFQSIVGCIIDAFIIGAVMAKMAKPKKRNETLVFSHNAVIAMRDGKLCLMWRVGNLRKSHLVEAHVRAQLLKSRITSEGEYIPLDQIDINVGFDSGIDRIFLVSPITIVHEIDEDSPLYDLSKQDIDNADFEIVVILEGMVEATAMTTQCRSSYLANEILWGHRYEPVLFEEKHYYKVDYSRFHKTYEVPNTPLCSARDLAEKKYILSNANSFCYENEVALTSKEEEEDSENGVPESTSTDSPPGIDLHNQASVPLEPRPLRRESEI
* hit, by the source's call; i = inactive.

SMILES	KCNQ2 inh	CHT inh	Kir21 inh
O=C1CN(C(=O)c2cc3ccccc3o2)c2ccccc2N1	i	i	-0.53
CCOc1ccc(C(=O)COC(=O)c2cc(=O)[nH]c3ccccc23)cc1	i	i	0
C=C(C)C(=O)Nc1ccc(NC(C)C)cc1	i	i	1.34
CN1CCN(c2ccc(S(=O)(=O)N3CCCCC3)cc2NC(=O)COc2ccc([N+](=O)[O-])cc2)CC1	i	i	-0.56
CCc1noc(C)c1C(=O)N1CCCSC1=Nc1ccccc1	i	i	0.7
CCOC(=O)c1csc(NC(=O)c2ccc(OCC)cc2)n1	i	i	2.68
COc1ccc(C(=O)Nc2ccccc2C(=O)N2CCOCC2)cc1	i	i	0.14
COc1cccc(CNC(=O)C2CCN(C(=O)N3CC(C)Oc4ccccc43)CC2)c1 (stereo not given)	i	i	0.14
CCCCCCCCNC(C)C(O)c1ccc(SC(C)C)cc1 (stereo not given)	i	i	-2.92
Cc1sc(N2C(=O)C3C(C2=O)[C@H]2C=C[C@@H]3C2)c(C#N)c1C (stereo not given in full)	i	i	1.08
O=[N+]([O-])c1ccc(N/N=C/c2c[nH]c3ccccc23)cc1	i	i	-0.96
CCCNC(=O)NC(=O)CN1CCCC1c1ccc2c(c1)OCCO2 (stereo not given)	i	i	-1.2
COC(=O)C1CCN(CCCOc2ccc(CN3CCN(c4ccc([N+](=O)[O-])cc4)CC3)cc2)CC1	i	i	1.22
Cc1ccc(C(CNS(=O)(=O)c2ccc([N+](=O)[O-])cc2)N2CCN(C)CC2)cc1 (stereo not given)	i	i	-1.08
Cc1cccc(CCNS(=O)(=O)c2ccc(S(=O)(=O)N3CCCCC3)cc2)c1	i	i	-1.07
CS(=O)(=O)Nc1ccc(C(=O)N2CCCCC2)cc1	i	i	-0.71
OCC1(CCOc2ccccc2)CCN(CCCn2cccn2)CC1	i	i	-0.06
O=S(=O)(c1cccc(S(=O)(=O)N2CCC(Cc3ccccc3)CC2)c1)N1CCOCC1	i	i	0.22
Cc1cccc(OCCCC(=O)Nc2nccs2)c1	i	i	0.02
Cc1ccccc1C(=O)Nc1cccc(N)c1	i	i	-0.44
CCN1CCN(C(c2cccs2)C(C)NC(=O)C(C)C)CC1 (stereo not given)	i	i	0.13
CCC(=O)Nc1ccc(C(=O)NNC(=O)Cc2ccccc2)cc1	i	i	0.69
Cc1nn2c([nH]c(=O)c3ccccc32)c1C=O	i	i	-0.59
CCN1C(=O)C2(SC(NC(C)=O)=NN2C(C)=O)c2cc(C)cc(C)c21 (stereo not given)	i	i	-0.92
O=C1CCc2cc(S(=O)(=O)NC(Cc3ccccc3)C(=O)NCC3CCCO3)ccc2N1 (stereo not given)	i	i	-0.93
(list continues)
SMILES	KCNQ2 inh	CHT inh	Kir21 inh
CC(C)NC(=O)c1cc2cc([N+](=O)[O-])ccc2s1	i	i	-1.19
Cn1nc(C(C)(C)C)cc1C(=O)NN1CCOCC1	i	i	-0.97
CCOc1ccc(CCNC(=O)Nc2cccc(OC)c2)cc1OCC	i	i	-2.63
CC1CC(C)CN(S(=O)(=O)c2ccc3c(c2)oc(=O)n3CC(=O)NCc2cccnc2)C1 (stereo not given)	i	i	0.22
O=C1N(Cc2cccc(Cl)c2)C[C@@H]2C[C@@H](c3c[nH]c4ccccc34)N3CCC[C@@]123	i	i	-0.1
NC(=O)C1=CN(Cc2ccc(Cl)cc2)CCC1C(F)(F)F (stereo not given)	i	i	0.91
CC(Sc1nncn1C)C(=O)Nc1nnc(C(C)C)s1 (stereo not given)	i	i	0.38
CCCCN(C(=O)CNC(=O)c1ccco1)C(C(=O)NC1CCCC1)c1ccc(OC)cc1 (stereo not given)	i	i	-2.1
Cc1cccc2sc(N(CCN(C)C)C(=O)c3cc(Cl)sc3Cl)nc12	i	i	0.04
CCN(CC)C1CCN(C(=O)CCc2nnc(CCc3ccccc3)o2)C1 (stereo not given)	i	i	0.12
O=C(N/N=C/c1ccc2nccnc2c1)c1cccc([N+](=O)[O-])c1	i	i	0.1
COc1ccc(C)cc1S(=O)(=O)N1CC(C)OC(C)C1 (stereo not given)	i	i	-1.27
CCC(C)Nc1nc(N)c([N+](=O)[O-])c(Nc2ccccc2OC)n1 (stereo not given)	i	i	0.38
O=C(NCc1ccc(F)cc1)C(c1ccccc1)N(C(=O)c1csnn1)C1CCCC1 (stereo not given)	i	i	0.34
Cc1cc(C)cc(NC(=O)CSc2ccc(-c3ccco3)nn2)c1	i	i	1.81
CN(c1ccccc1)c1nc2ccsc2c(=O)s1	i	i	-0.56
COc1ccc(-n2c(SCC(=O)Nc3ncc(Cl)cc3Cl)nc3ccccc32)cc1	i	i	-0.47
CN(Cc1ccccc1)C1=CC(=[N+]2CCCC2)CC(C)(C)C1	i	i	0.51
CC(C)(C)c1ccc(C(=O)CS(=O)(=O)c2ccccc2)cc1	i	i	0.56
COc1cc(C(=O)O)ccc1Cl	i	i	-0.75
COc1cc([N+](=O)[O-])ccc1NC(=O)NCc1ccccn1	i	i	0.52
Cc1cccn2c(=O)c3cc(C(=O)NC4CCCCC4)n(C)c3nc12	i	i	-0.34
CSc1ccc(CN2CCC(n3nccc3NC(=O)c3ccccc3C)CC2)cc1	i	i	-1.12
O=c1oc2ccccc2c(O)c1/C=N/c1ncccn1	i	i	-0.08
Cc1cc(N=NC(=O)c2ccccc2O)c2ccccc2c1O	i	i	0.07
Further compounds
SMILES	KCNQ2 inh	CHT inh	Kir21 inh
Cc1ccnc(NC(=O)Nc2ccc3c(c2)OCO3)c1	i	i	0.15
Cc1ccccc1CSc1nnc(C)c(=O)[nH]1	i	i	0.25
COC(=O)C1C(=O)C2=C(CC1C)Nc1ccccc1NC2c1cccs1 (stereo not given)	i	i	-0.66
CC(=O)c1ccc(NC(=O)c2ccc3c(Cl)c4c(nc3c2)CCCC4)cc1	i	i	-0.15
CCOc1ccc(/C=C2\SC(=S)N(NS(=O)(=O)c3ccc(C)cc3)C2=O)cc1OC	i	-6.1*	0.72
CC(C)(C)c1cc(C(=O)Nc2ccccc2)ccn1	i	i	-0.42
O=C(Nc1ccc2c(c1)CCC2)c1cccc(OC(F)F)c1	i	i	1.61
CC(C)Oc1ccc(CN2CCC(n3nccc3NC(=O)c3cccnc3)CC2)cc1	i	i	1.28
COC(=O)Cc1ccc(NC(=S)NCCO)cc1	i	i	-0.05
COCCNc1nc(-c2ccccc2)nc2ccccc12	i	i	0.74
CCc1cc(-c2nc(N)ncc2-c2csc(C)n2)c(O)cc1OC	i	-7.79*	-2.67
Cc1ccc(NC(=O)c2ccccc2NS(=O)(=O)c2ccc(Cl)s2)cc1	i	i	-1.96
C=CCn1c(SCCC)nc2sc3c(c2c1=O)CCc1ccccc1-3	i	i	0.57
O=C(CCCN1C(=O)C2CC=CCC2C1=O)Nc1ccccc1Cl (stereo not given)	i	i	1.33
Nc1ccccc1C(=O)NNC(=O)C(=O)/C=C(\O)c1ccccc1	i	i	0.38
Cn1nnnc1SCC(=O)NNC(=O)c1ccc(Br)cc1	i	i	-1.22
COc1ccc(S(=O)(=O)N2CCC3(CC2)CC(=O)c2ccccc2O3)cc1	i	i	-0.37
COc1cc(CN(C)Cc2cc(=O)oc3cc(C)c(Cl)cc23)ccc1OC(F)F	i	i	-0.06
O=c1c2ccccc2nc(/C=C/c2ccc(Br)cc2)n1CCCO	i	i	-0.38
CCCCc1cc2c(c(NC(C)=O)n1)c(=O)oc1ccccc12	i	i	-1.31
O=C(N/N=C/c1cccnc1)c1ccc2c(c1)OCO2	i	i	0.71
COc1ccc(N(C)S(=O)(=O)c2cccc3nsnc23)cc1	i	i	-0.01
COc1ccc(N(CC(=O)NCc2ccc3c(c2)OCO3)S(=O)(=O)c2ccccc2[N+](=O)[O-])c(OC)c1	i	i	0.06
CC(=O)c1ccc(N2CCN(C(=O)c3ccco3)CC2)c(F)c1	i	i	-1.25
CCN(CC)c1ccc(C=Nc2ccc(N(C)C)cc2)c(O)c1	i	i	-0.92

Structures listed so far that have a tert-butyl group (three):
SMILES	KCNQ2 inh	CHT inh	Kir21 inh
Cn1nc(C(C)(C)C)cc1C(=O)NN1CCOCC1	i	i	-0.97
CC(C)(C)c1ccc(C(=O)CS(=O)(=O)c2ccccc2)cc1	i	i	0.56
CC(C)(C)c1cc(C(=O)Nc2ccccc2)ccn1	i	i	-0.42

(continued)
SMILES	KCNQ2 inh	CHT inh	Kir21 inh
Cc1cccc(-c2ncc(CN3CCC(CO)(CCCc4ccccc4)CC3)cn2)c1	i	i	0.24
CC1(C)OC(C)(C)/C(=C/Nc2ccccc2)C1=O	i	i	-1.81
Nc1c(C(=O)O)sc2nc(-c3ccc(F)cc3)cc(-c3ccccc3)c12	i	i	1.51
COc1cc(NC(=O)CCCNC(=O)Cn2cnc3sc4c(c3c2=O)CCCC4)cc(OC)c1OC	i	i	-0.11
CSc1n[nH]c(NCc2cccs2)n1	i	i	0
O=C(C1CCC1)N1CCC(O)(c2cccc(F)c2)CC1	i	i	0.87
CCCc1c(C)nc2ccc(OC)cc2c1SCCC(=O)O	i	i	0.94
COc1ccc(-n2c(Cc3cccn3C)nnc2SCC(=O)Nc2cc(C)cc(C)c2)cc1	i	i	-0.22
Cc1cc2cc(CN(Cc3ccc4c(c3)OCO4)Cc3nnnn3C3CCCC3)c(=O)[nH]c2cc1C	i	i	0.06
COc1cc(/C=N/NC(=O)c2nc(C)cc(C)n2)ccc1O	i	i	-0.11
O=C(CSc1nnc(Cc2ccccc2)n1C1CCCCC1)N1CCOCC1	i	i	-2.4
O=C(CCCCC(=O)Nc1c(I)cc(I)c(C(=O)O)c1I)Nc1c(I)cc(I)c(C(=O)O)c1I	i	i	0.87
COC(=O)c1ccc(=O)n(CC(=O)c2ccc(Cl)cc2)c1	i	i	-0.35
COc1ccc(NC(=O)CN2CCOCC2)cc1	i	i	1.78
COc1cc(OC)cc(C(=O)NCCCNC(=O)c2ccccn2)c1	i	i	0.17
COc1ccc(C)cc1S(=O)(=O)N(C)CC(=O)NC1CCCCCC1	i	i	0.47
Cc1ccc(NC(=O)COC(=O)CN2C(=O)NC(C)(C)C2=O)cc1S(=O)(=O)N1CCOCC1	i	i	-0.84
CC(=O)OCC(OC(C)=O)C(OC(C)=O)C(OC(C)=O)C(=O)Nc1ccccc1C (stereo not given)	i	i	-1.11
O=C(COc1ccc(Cl)cc1)N1CCN(c2ccc([N+](=O)[O-])c(N3CCCCC3)c2)CC1	i	i	0.84
O=C(CCNC(=O)c1ccco1)Nc1cccc(C(F)(F)F)c1	i	i	-1.15
CSC(=NC(C)c1ccccc1)NS(=O)(=O)c1cccs1 (stereo not given)	i	i	-1.2
CSC(=NC#N)N1CCN(c2cccc(Cl)c2)CC1	i	i	-4.07e-16
COC(=O)c1ccc(CSc2nnc(NC(C)C)s2)cc1	i	i	-2.59
CCN1CCN(CCCNC(=O)C2CCN(c3nnc(-n4cccc4)s3)CC2)CC1	i	i	0.8
Cc1ccc(C(=O)O)cc1NC(=O)Nc1ccc2c(c1)OCO2	i	i	0.71

An excerpt from above in order of the Kir21 inh value, falling:
canonical_smiles,KCNQ2 inh,CHT inh,Kir21 inh
COc1cc(/C=N/NC(=O)c2nc(C)cc(C)n2)ccc1O,i,i,-0.11
COC(=O)c1ccc(=O)n(CC(=O)c2ccc(Cl)cc2)c1,i,i,-0.35
CSC(=NC(C)c1ccccc1)NS(=O)(=O)c1cccs1 (stereo not given),i,i,-1.2

Entries of single compounds as entered above. Order of screens: KCNQ2 inh	CHT inh	Kir21 inh
Record of `COc1ccc(NC(=O)CN2CCOCC2)cc1` = i	i	1.78
Record of `COc1ccc(C(=O)Nc2ccccc2C(=O)N2CCOCC2)cc1` = i	i	0.14
Record of `CCOC(=O)c1csc(NC(=O)c2ccc(OCC)cc2)n1` = i	i	2.68
Record of `Cc1cccc(-c2ncc(CN3CCC(CO)(CCCc4ccccc4)CC3)cn2)c1` = i	i	0.24
Record of `O=C(COc1ccc(Cl)cc1)N1CCN(c2ccc([N+](=O)[O-])c(N3CCCCC3)c2)CC1` = i	i	0.84

Carrying on.
SMILES	KCNQ2 inh	CHT inh	Kir21 inh
COc1ccc(NC(=O)CCc2c(C)nc3nc(CNC(=O)c4cccc(F)c4)nn3c2C)cc1OC	i	i	-0.92
Cc1nnc(SC(C)C(=O)NCC2CCCO2)n1-c1ccccc1 (stereo not given)	i	i	0.25
COCC(=O)Nc1ccc(Nc2ccccc2)cc1	i	i	-1.25
CC(=O)Nc1ccc(S(=O)(=O)N2CCC(Oc3ccc(-n4cnnn4)cc3)CC2)cc1	i	i	-1.44
COc1ccc(/C=N\NC(=O)c2c(C)nc3ccc(Br)cn23)cc1	i	i	-0.56
O=C(NC(Cc1ccccc1)C(=O)O)NC12CC3CC(CC(C3)C1)C2 (stereo not given)	i	i	0.55
CN1C(=O)/C(=C/c2ccc(OC(=O)c3ccco3)cc2)SC1=S	i	i	-0.25
C=C1CCN(c2ccc(C(=O)NCc3ccccc3)cc2[N+](=O)[O-])CC1	i	i	-1.64
CCn1nc(C)c(Br)c1-c1nc(-c2ccc(C)cc2)no1	i	i	0.08
O=C(NCc1cccs1)C(=O)NCC1OCCCN1S(=O)(=O)c1ccc(F)cc1 (stereo not given)	i	i	0.22
N#CC(c1nc2ccccc2nc1OCCO)S(=O)(=O)c1ccccc1 (stereo not given)	i	i	0.44
Cc1ccc(/C=N/n2c(C)nnc2C)o1	i	i	1.47
COc1cc(C(=O)OC(C)C(=O)Nc2ccc3c(c2)OCO3)ccc1OCc1c(C)noc1C (stereo not given)	i	i	-0.11
Nn1c(SCc2cccc(Br)c2)nnc1-c1ccncc1	i	i	0.12
CCOc1cccc2sc(NC(=O)c3ccc(Br)s3)nc12	i	i	0.64
COc1ccc(NC(=O)c2ccc(F)c(F)c2)c2ccccc12	i	i	0.18
